Compound activity as filed in PubChem.
IMPase inh = IMPase inhibition in cells; P97697; CHO-M1 cells, IP1 accumulation, HTRF TR-FRET ratio; inhibition (IP1 accumulation), % at 46.1 µM; 120,000 tested, under 10 active; AID 901; active = well fitted curve in the direction sought with a large enough effect in the signal ratio, not every such curve was filed as active; inconclusive = small, poorly fitted or top-dose-only effect, or a change in a side signal; inactive = no such curve, though single readings can be large or run the other way; the % refers to the signal ratio;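 note: cells stimulated with carbachol in lithium chloride buffer; plate controls were DMSO basal wells for no effect and reference inhibitor wells for full effect; higher means more IMPase inhibition seen as more IP1 and lower FRET ratio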
Target sequence (P97697 whole entry, looked up): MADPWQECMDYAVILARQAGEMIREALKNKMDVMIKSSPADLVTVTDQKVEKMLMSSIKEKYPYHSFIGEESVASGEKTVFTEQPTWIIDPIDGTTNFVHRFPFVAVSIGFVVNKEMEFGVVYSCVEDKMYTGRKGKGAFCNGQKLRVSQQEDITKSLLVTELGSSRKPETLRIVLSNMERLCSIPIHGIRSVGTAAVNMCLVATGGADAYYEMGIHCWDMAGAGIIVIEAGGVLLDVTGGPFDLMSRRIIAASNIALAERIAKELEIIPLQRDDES
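CHO-M1, 2000 cells/well, cultured 16–30 h; cpd up to 46 uM; carbachol (50 uM solution, stimulation buffer w/ 50 mM LiCl, pH 7.4), 30 min 37C; IP-One TR-FRET, 10 min RT; Ex 320/Em 665, 620; Hill-fit AC50.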
ALOX12 inhib = blocks human 12-lipoxygenase activity; P18054; purified 12-hLO, xylenol orange hydroperoxide absorbance; Potency, µM (top dose mostly 57.1 µM), for inactives: at the highest dose activity change, negative = inhibition, usual class: inhibitors; 150,000 tested, 0.12% active; note: potency is the fitted concentration of half-maximal effect; nearly all actives have a fitted effect of over 55% in size; many of its hits are not listed in these tables
Target sequence (P18054 whole entry, looked up): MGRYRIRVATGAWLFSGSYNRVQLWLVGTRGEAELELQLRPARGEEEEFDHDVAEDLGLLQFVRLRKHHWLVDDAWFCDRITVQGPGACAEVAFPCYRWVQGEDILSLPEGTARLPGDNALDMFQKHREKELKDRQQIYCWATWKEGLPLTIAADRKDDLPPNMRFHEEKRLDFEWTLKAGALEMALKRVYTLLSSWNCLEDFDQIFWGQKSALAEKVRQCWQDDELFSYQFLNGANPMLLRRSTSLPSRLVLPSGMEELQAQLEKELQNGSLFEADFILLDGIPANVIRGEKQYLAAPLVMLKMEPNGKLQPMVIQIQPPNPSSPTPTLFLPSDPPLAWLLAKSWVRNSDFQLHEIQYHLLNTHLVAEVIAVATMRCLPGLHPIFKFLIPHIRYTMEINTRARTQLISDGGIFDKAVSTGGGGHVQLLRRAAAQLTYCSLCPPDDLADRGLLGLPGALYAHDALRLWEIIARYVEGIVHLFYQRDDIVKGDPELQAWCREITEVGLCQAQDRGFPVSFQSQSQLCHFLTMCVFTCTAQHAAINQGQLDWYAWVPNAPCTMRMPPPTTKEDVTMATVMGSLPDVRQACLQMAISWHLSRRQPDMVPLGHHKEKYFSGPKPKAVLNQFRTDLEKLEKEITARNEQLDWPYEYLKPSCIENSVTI
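Lipoxygenase turnover measured by absorbance at 573 and 405 nm after Fe-XO development. Human 12hLO 150 nM, arachidonate 40 uM, pH 7.0 Hepes buffer with detergent; 15 min compound preincubation, 30 min reaction.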
ALOX15B inhib = blocks human 15-lipoxygenase 2 activity | Potency, µM (highest dose often 57.1 µM), inactives show at the highest dose activity change, negative = inhibition, usual class: inhibitors | purified 15hLO-2, xylenol orange hydroperoxide absorbance | O15296 | 110,000 tested, 0.56% active; note: potency is the fitted concentration of half-maximal effect; nearly all actives have a fitted effect of over 60% in size; many of its hits are not listed in these tables
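Read-out: hydroperoxide product oxidises ferrous iron, measured as xylenol orange complex via the 573-to-405 nm absorbance ratio after 30 min. Reaction: 50 nM enzyme, 15 min compound preincubation, 45 uM arachidonic acid, 90 min RT, Hepes pH 7.5 with Triton X-100.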
PNC inhibitor = perinucleolar compartment assembly inhibition; PC3M PTB-GFP, PNC prevalence imaging, 16 h; active compounds read low; activity change (PNC), negative = inhibition, % at 10 µM; AID 2417; 140,000 tested, 3.1% active;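 active = readout at or below -70, meaning at least 70% loss of cells showing the perinucleolar compartment, a nuclear body marking cancer cells; inconclusive = readout between -30 and a set limit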;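 note: plate controls were DMSO wells for no effect and camptothecin positive control wells for full effect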
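Read-out is percentage of cells bearing a perinucleolar compartment, from automated 20x imaging of fixed, Hoechst-stained PC3M PTB-GFP cells. Cells were seeded 4 h, then exposed 16 h to compound (23 nl of library stock) in duplicate plates.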
* = called active by the depositor; ? = inconclusive; . = no result given; & = joins results of further samples; [ ] = dose if it differs, or a comment. Unless noted, calls come from the whole dose curve; as a rule, active = well fitted curve in the direction sought with a large enough effect; inconclusive = small, poorly fitted or top-dose-only effect, or another doubt; inactive = no such curve, though single readings can be large; an effect the other way counts as inactive or inconclusive. Unless noted, % is set by controls: 0 for no effect and ±100 for the full control effect. Some of the compounds tested, so the mix of outcomes need not match the whole.

Every second line gives: IMPase inh, ALOX12 inhib, ALOX15B inhib, PNC inhibitor
CCNc1nc(NC(C)C)nc(N2CC(=O)N(CC(=O)OCC)C2=N)n1
    ., -1%, ., 4
COc1ccc(C(c2nnnn2Cc2cccs2)N2CCN(c3ccccc3F)CC2)cc1OC (stereo not given)
    8, -10%, 20%, 9
Cc1ccc(N/C=C(/C#N)c2ccsc2)cc1C
    7, -20%, 2%, 14
CCNC(=O)CN1C(=O)NC2(CCCc3cc(OC)ccc32)C1=O (stereo not given)
    0, -3%, -4%, 17
O=C(CCCOc1ccccc1)Nc1nccs1
    ?, -4%, 30%, ?
O=C(c1ccccc1)N1CCN(c2ccc([N+](=O)[O-])c(N3CCOCC3)c2)CC1
    ., -4%, ., ?
Cc1sc2c(c1C)c(=O)nc1n2Cc2ccccc2-1
    1, 6%, -2%, ?
CC(C)CNC(=S)NNC(=O)c1ccccc1OC(F)F
    -6, -6%, 18%, 42
CCOC(=O)CSc1nnnn1-c1cccc2ccccc12
    0, -7%, ., -12
CN(C)c1nc2n(c(=S)n1)CCS2
    14, 1%, 3%, 5
COc1ccc(OC)c(-c2csc(NC(=O)c3ccc(OCC4CCCO4)cc3)n2)c1 (stereo not given)
    10, -4%, ., 9
Cc1ccc2nc(-c3ccc(NC(=S)NC(=O)CC(C)C)cc3)sc2c1
    7, 3%, -7%, -18
Cn1c2c(c(=O)n(C)c1=O)C(c1ccccc1OC(F)F)C1=C(CCCC1=O)N2 (stereo not given)
    ?, -20%, 0%, -21
O=C1CC(c2ccc(F)cc2)Cc2nc(N3CCOCC3)ncc21 (stereo not given)
    8, 3%, 5%, -1
O=C(CCc1nc2ccccc2[nH]c1=O)OCC(=O)c1ccc(Cl)cc1
    2, 5%, ., 222

Three compounds picked at random from the list so far:
Every second line gives: IMPase inh, ALOX12 inhib, ALOX15B inhib, PNC inhibitor
CCNC(=O)CN1C(=O)NC2(CCCc3cc(OC)ccc32)C1=O (stereo not given)
    0, -3%, -4%, 17
Cc1sc2c(c1C)c(=O)nc1n2Cc2ccccc2-1
    1, 6%, -2%, ?
O=C1CC(c2ccc(F)cc2)Cc2nc(N3CCOCC3)ncc21 (stereo not given)
    8, 3%, 5%, -1

Later entries.
Every second line gives: IMPase inh, ALOX12 inhib, ALOX15B inhib, PNC inhibitor
CC(=O)Nc1ccccc1Nc1cc(C#N)c(C#N)cc1[N+](=O)[O-]
    -4, -3%, -15%, 22
Cc1c(C(=O)O)sc(=S)n1-c1ccc(Cl)cc1
    12, -4%, -5%, 38
OCCNc1nc2ccccc2n1-c1ccccc1
    13, -5%, -2%, 6
Cc1cc(NC2CCCCC2)nc(-c2ccccc2O)n1
    -21, -13%, 5%, 17
CC(C(=O)NCC1CCCO1)N(C(=O)c1snc(C(N)=O)c1N)c1ccccc1 (stereo not given)
    -1, -2%, 4%, ?
CCNc1nc(Oc2ccc(C(=O)OC)cc2)nc(N(C)C)n1
    ?, -1%, ., 340
CCn1c(O)c(/C=C2\C=Nc3ccccc32)sc1=Nc1ccc(C)cc1
    20, 3%, -12%, 9
CCOc1ccc2nc(NC(=O)CN3CCC(n4nnc5cc(F)ccc54)CC3)sc2c1
    11, 2%, 2%[2.29 µM], -27
CC(C)C(=O)Nc1cccc(C(=O)NCc2ccc3c(c2)OCO3)c1
    -2, 2%, ., 86
O=C(CCn1cnc2ccccc2c1=O)Nc1ccc(S(=O)(=O)N2CCCC2)cc1
    9, -2%, 3%, -9
CCS(=O)(=O)Nc1ccc(C(=O)OC)cc1
    0, -4%, -4%, 0
Cc1ccc(-n2nc(C)c(C(=O)O)n2)c(C)c1
    -8, 3%, ., -4
CC(C)c1ccc2[nH]c(O)c(N=NC(=O)c3cccc(S(=O)(=O)Nc4ccccc4Cl)c3)c2c1
    ., 4%, ., 10
Cc1ccc(-c2cc(-c3cccc(F)c3)n[nH]2)c(O)c1
    7, -28%, -4%, -28
CCOc1ccc2nc(NCCNC(=O)C3CC3)c(C)cc2c1
    5, -3%, 9%, 3
CCCCNC(=O)/C(C#N)=C/c1ccc2c(c1)OCCO2
    -9, -5%, ., 2
Cc1cc(C)c2cc3c(N)c(C(=O)Nc4c(C)[nH]c(=O)[nH]c4=O)sc3nc2c1
    -2, -9%, ., 0
CCCn1c(-c2ccc(OC)cc2)nc2c(=O)n(C)c(=O)[nH]c21
    -4, -1%, 0%, -6
FC(F)(F)c1cc(Sc2ccccc2)nc(-c2ccccn2)n1
    2, -1%, 17%, 39
Oc1cccc(NC(=S)Nc2ccc(SC(F)F)cc2)c1
    ., -10%, ., 5
Cc1onc(-c2ccccc2)c1C(=O)NCCc1ccc(Cl)cc1
    3, -4%, -8%, -29
O=C(NCC12CC3CC(CC(C3)C1)C2)c1nn2cccnc2c1Cl
    5, 3%, -4%, 32
Cn1c(=O)c2c(nc(-n3ccnc3)n2C)n(C)c1=O
    2, 7%, 2%, ?
OC1C2COC(O2)[C@H](O)C1O (stereo not given in full)
    ., 7%, 8%, .
CCOc1ccc(Cl)cc1CNCCNCC(C)O (stereo not given)
    1, 9%, ., 67
CCN(CC)C(=O)CSc1nc2ccccc2c(=O)n1CCC(=O)NCc1ccc(F)cc1
    -3[1.84 µM], 1%, 7%[11.4 µM], 3
CCNC(=S)N/N=C/c1ccc(OCC(=O)Nc2ccc(OC)cc2)c(OC)c1
    ., 0%, ., ?
CSc1ncccc1C(=O)OCc1ccc(C#N)cc1
    -4, 1%, -2%, 22
CC(C)(C)OC(=O)NCCc1nnc(SCC(N)=O)o1
    14, 2%, 1%, -16
Cc1nc(NC(=O)c2oc3ccccc3c2C)sc1C(=O)N(C)C
    -3, 1%, ., 10
O=C(Nc1ccc2c(c1)OCCO2)c1ccc(S(=O)(=O)N2CCCCC2)cc1
    4, 0%, -5%, ?
CCn1cc(C(=O)OCC(=O)c2cc(C)n(-c3ccccc3F)c2C)c(=O)c2ccc(C)nc21
    ., -5%, ., 50
CC(=O)c1cc(C(=O)Nc2ccccc2C(=O)O)oc1C
    -8, 0%, 11%, -9
Cc1c(NC(=O)CSc2nc3ccccc3[nH]2)c(=O)n(-c2ccccc2)n1C
    5, -3%, 6%, -7
Cc1noc(C)c1COC(=O)CCc1nc2ccccc2c(=O)[nH]1
    -6, -3%, -6%, 3
CC(NC(=O)C1CCCN1S(=O)(=O)c1cccc2cccnc12)c1ccccc1 (stereo not given)
    3, 1%, -2%, 23
COCC(O)CSc1nc(C)[nH]c1[N+](=O)[O-] (stereo not given)
    -3, -5%, -10%, -28
O=C(NCCN1CCOCC1)c1nn2c(c1Cl)NC(c1ccccc1)CC2C(F)(F)F (stereo not given)
    0, -2%, 0%, 7
CCN(CC)C(=O)CSc1nc2ccccc2o1
    -6, -6%, ., 23
Cc1ccc(N2C(=O)NC(NC(=O)c3ccc(Cl)cc3)(C(F)(F)F)C2=O)cc1 (stereo not given)
    ., -6%, ., ?
COc1ccc(Cl)cc1NC(=O)CSc1nnc(COc2ccccc2)n1C
    0, 0%, 6%, ?
O=C(COC(=O)[C@H](Cc1ccccc1)N1C(=O)c2ccccc2C1=O)Nc1ccc2c(c1)OCO2
    1, -2%, -9%, 13
Cc1ccc(C(=O)N/C(=C\c2cccnc2)c2nc3ccccc3[nH]2)cc1
    1, 1%, ., ?
Cc1ccc(NC(=O)c2cc(S(=O)(=O)N3CCOCC3)ccc2F)c(C)c1
    3, 0%, -1%, 15
CCOC(=O)c1cnn2c(N)c(C#N)nnc12
    1, 5%, 9%, -117*
CCOC(=O)c1[nH]c(=O)c2ccccc2c1O
    10, 14%, ., 238
Cc1ccc(CSc2nnc(CC(=O)Nc3ccc(C)cc3)n2C)cc1
    6, 4%, 1%, 100
Cc1cc(N2CCN(c3ccccc3F)CC2)nc2cc(O)ccc12
    6, -6%, ?, 55
C[N+]1(C)CCC(OC(=O)C(c2ccccc2)c2ccccc2)CC1
    17&22, -3%&-4%, 10%&1%, .
Nc1nc(-c2ccc(Cl)c(Cl)c2)c(-c2ccncc2)s1
    ., -2%, 12%, .
C=CCC(NCc1ccccc1)c1ccc(Cl)cc1 (stereo not given)
    ., -4%, ., 2
O=C(O)c1nc(-c2ccccc2)n(-c2ccc(Cl)cc2)n1
    2, 9%, ., 32
CCn1c(CCCOc2ccc(Cl)cc2Cl)nnc1SCC(=O)Nc1cc(F)ccc1C
    -10, -6%, ., ?
COCCn1c(Cc2ccccc2)nnc1SCC(=O)NC(C)C
    -13, 1%, 0%, 21
O=C(CN1C(=O)COc2ccccc21)N1CCc2ccccc2C1
    -7, 4%, ., ?
O=S(=O)(c1cccc(S(=O)(=O)N2CCCC2)c1)c1cccc(S(=O)(=O)N2CCCC2)c1
    16, 5%, -5%, ?
COc1ccc(OCC(=O)N/N=c2\oc3c(OC)cccc3cc2C(N)=O)cc1
    ., 2%, ., -20
O=C(CCCn1c(=O)[nH]c2cc(Cl)ccc2c1=O)NCC1CCCO1 (stereo not given)
    10, 2%, ., -119*
Cc1cc(C)c2c(=O)[nH]c(SCC(=O)Nc3ccccc3)nc2n1
    6, 12%, -3%, ?
CCOC(=O)c1ccc(NC(=O)Nc2ccc(F)cc2)cc1
    -3, -8%, 8%, -7

(listing goes on)
Every second line gives: IMPase inh, ALOX12 inhib, ALOX15B inhib, PNC inhibitor
CCC(=O)Nc1cccc(NC(=S)NC(=O)c2cccc(C)c2)c1
    ., ?, ., 19
Cc1ccc(C(=O)N/C(=C\c2ccc([N+](=O)[O-])cc2)C(=O)NCCc2ccccc2)cc1
    0, 0%, -7%, 49
O=C(COC(=O)c1sc2ccccc2c1Cl)Nc1ncc(Cl)cc1Cl
    ., -1%, ., ?
COCCN1C(=O)C(O)=C(C(=O)c2ccco2)C1c1cccc(Oc2ccccc2)c1 (stereo not given)
    -16, -25%, 2%, 7
C(=C\c1nc(N2CCCC2)c2ccccc2n1)/c1ccccc1
    -15, -4%, ., -17
COc1ccc2cc(-c3cc(C(=O)OCC(=O)NC4CCS(=O)(=O)C4)c4ccccc4n3)ccc2c1 (stereo not given)
    ., 0%, ., 3
Cc1c(C(c2ccc([N+](=O)[O-])cc2)c2c(C)n(C)n(-c3ccccc3)c2=O)c(=O)n(-c2ccccc2)n1C
    -2, 8%, -5%, 74
Cc1cccc(N2CCN(C(=O)Cc3ccc(-n4c(=O)[nH]c5ccsc5c4=O)cc3)CC2)c1C
    -3, -5%, ., 5
CCCc1cc2c(=O)c(-c3ccccn3)coc2cc1OC
    10, -10%, -1%, -26
CCOC(=O)CC(NC(=O)c1ccco1)c1ccc(OC)cc1 (stereo not given)
    -2, 1%, -4%, -12
Cc1ccc(C)c(C(=O)COC(=O)CCCC(=O)Nc2cc(C(F)(F)F)ccc2Cl)c1
    1&-9, -4%, ., ?
O=C(NCc1ccc2c(c1)OCO2)C1CCC(CNS(=O)(=O)c2ccccc2)CC1 (stereo not given)
    -1, 4%, ., 320
CC(NC(=O)c1ccc(F)cc1)C(c1cccs1)N1CCN(C)CC1 (stereo not given)
    -8, 11%, ., -116*
O=C(NC1CCCCCC1)C1CCCN(S(=O)(=O)c2cnc[nH]2)C1 (stereo not given)
    6, -6%, 1%, 29
N=c1sccn1CC(=O)Nc1cc(Cl)ccc1Oc1ccccc1
    -9, -1%, 54%[activator], 1
Cc1cc(C)n2nc(SCC3COc4ccccc4O3)nc2n1 (stereo not given)
    -5, -2%, -12%, 5
Cc1sc(NC(=O)C2CCCO2)c(C(N)=O)c1C (stereo not given)
    -3, 0%, ., 34
Cc1cccc(OCC(=O)OCC(=O)c2c(N)n(C)c(=O)n(C)c2=O)c1C
    2, -2%, 3%, 2
O=C1CCCC/C1=C\Nc1ccc(O)cc1
    19, ?, -21%, -117*
CC(C)NC(=O)C1CC(=O)N(c2ccc(F)c(Cl)c2)C1 (stereo not given)
    -3, -8%, -1%, -5
